AmpC inh detg: blocks E. coli AmpC beta-lactamase in detergent assay | Potency, µM (series often up to 114 µM), without a hit: at the top dose activity change, negative = inhibition, most hits filed as inhibitors | AID 485294 | AmpC hydrolysis of nitrocefin, absorbance 480 nm, 0.01% Triton | P00811 | 370,000 compounds, 0.041% hits;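 note: potency is the fitted concentration of half-maximal effect; 0% = no-compound wells and -100% = no-enzyme wells; nearly all actives have a fitted effect of over 25% in size; some results filed as inactive show a strong effect at the top dose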
Target sequence (P00811 whole entry, looked up): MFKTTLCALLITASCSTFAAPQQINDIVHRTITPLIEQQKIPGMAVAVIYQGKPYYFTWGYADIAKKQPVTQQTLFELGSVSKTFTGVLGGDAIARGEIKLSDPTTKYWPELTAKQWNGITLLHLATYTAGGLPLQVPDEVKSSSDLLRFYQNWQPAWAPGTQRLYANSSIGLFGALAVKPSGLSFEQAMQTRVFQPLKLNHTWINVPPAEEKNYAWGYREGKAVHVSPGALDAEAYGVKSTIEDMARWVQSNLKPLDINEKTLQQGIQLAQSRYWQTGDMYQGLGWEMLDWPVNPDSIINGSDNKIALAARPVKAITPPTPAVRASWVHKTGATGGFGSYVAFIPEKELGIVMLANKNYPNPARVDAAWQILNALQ
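20 mM phosphate pH 7.0 + 0.01% (detergent screen) or 0.0001% Triton X-100; 5.3 nM AmpC reagent; cpd preinc 15 min RT; nitrocefin (800 uM stock) to start; A480 q20 s × 4 min; Activity was normalised to no-enzyme and no-compound control wells.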
Sm TGR block: S. mansoni TGR enzyme inhibition. 360,000 compounds, 3% hits. purified TGR, DTNB reduction, TNB absorbance 405 nm. AID 485364. Potency, µM (doses to about 114 µM), for the others: at the top dose activity change, negative = inhibition, usual class: inhibitors; note: potency is the fitted concentration of half-maximal effect; nearly all actives have a fitted effect of over 60% in size
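TGR 20 nM + NADPH 100 uM (dispensed conc.), cpd preinc 15 min RT; start with NADPH (500 uM addition) then DTNB (15 mM addition). Kinetic TNB absorbance, 405 nm filter. Four-parameter Hill fit across titration.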
Giardia FBPA inh: blocks Giardia fructose-bisphosphate aldolase activity. A8B2U2. purified Giardia FBPA. Potency, µM (highest dose often 59.6 µM), without a hit: at the highest dose activity, negative = inhibition, actives largely listed as inhibitors. 290,000 compounds, 0.71% hits. AID 2451; note: potency is the fitted concentration of half-maximal effect; nearly all actives have a fitted effect of over 55% in size
Target sequence (A8B2U2 whole entry, looked up): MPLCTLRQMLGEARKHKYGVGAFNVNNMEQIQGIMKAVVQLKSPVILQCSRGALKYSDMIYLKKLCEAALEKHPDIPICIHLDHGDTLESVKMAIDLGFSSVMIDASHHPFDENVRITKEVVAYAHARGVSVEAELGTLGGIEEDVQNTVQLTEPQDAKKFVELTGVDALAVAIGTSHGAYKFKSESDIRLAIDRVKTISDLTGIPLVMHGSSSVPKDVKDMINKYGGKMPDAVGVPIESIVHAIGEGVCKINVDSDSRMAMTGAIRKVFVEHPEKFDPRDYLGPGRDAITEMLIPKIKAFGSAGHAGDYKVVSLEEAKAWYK
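40 nM FBPA preincubated 10 min at RT with compound (up to 57.5 uM final), then substrate plus GAPDH/TPI/NAD/arsenate coupling and diaphorase/resazurin added. Fluorescence read after 20 min at RT, 525/598 nm.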
AMA1 RON2 block: AMA1-RON2 (P. falciparum) interaction inhibition | 360,000 compounds, 0.2% hits | AID 720542 | Potency, µM (top dose mostly 58.2 µM), without a hit: at the top dose activity change, negative = inhibition, usual class: inhibitors | AlphaScreen AMA1-biotinylated RON2 peptide binding;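 note: potency is the fitted concentration of half-maximal effect; 0% = vehicle wells and -100% = peptide control; nearly all actives have a fitted effect of over 45% in size; some results filed as inactive show a strong effect at the top dose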
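AMA1 (3D7) with his tag at 25 nM final met compounds first, then biotinylated RON2 peptide at 25 nM; detection used donor plus acceptor beads, 10 µg/mL apiece, read by AlphaScreen after 30 min at room temperature.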
HCV inhibitor: inhibitors of hepatitis C virus infection. AID 651820. Huh7.5.1 HCVcc-Cre infection, luciferase reporter, 44 h. Potency, µM (series often up to 41.8 µM), for inactives: at the highest dose activity change, negative = inhibition, actives largely listed as inhibitors. 340,000 compounds, 3.4% hits; note: potency is the fitted concentration of half-maximal effect
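Cells seeded at 1,000/well and cultured 4 h, then compounds added followed by HCVcc-Cre virus (~0.5 moi). After 44 h further culture, luciferase substrate was added, plates held 15 min at room temperature, and luminescence read for 15 sec.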
HCMV antiviral: inhibitors of human cytomegalovirus; HFF cells, HCMV-luciferase reporter, 72 h; active compounds read low; activity change, negative = inhibition, % at 57.5 µM; 410,000 compounds, 4.5% hits; in the data active = activity change below about -60%; inconclusive = no clear call, values can overlap the other calls; inactive = above about -39%
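Luciferase read-out from HCMV-luciferase-infected HFFs (MOI 1 PFU/cell) 72 h post infection at 37C; compounds added after 16 h cell attachment; activity normalized between buffer-only basal and Salinomycin (10uM) inhibitor controls.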
Active calls of the source: *; ? = inconclusive; / = not tested or not shown; & = joins results of further samples; [ ] = dose if it differs, or a comment. Unless noted, calls come from the whole dose curve; as a rule, active = well fitted curve in the direction sought with a large enough effect; inconclusive = small, poorly fitted or top-dose-only effect, or another doubt; inactive = no such curve, though single readings can be large; an effect the other way counts as inactive or inconclusive. Unless noted, % is set by controls: 0 for no effect and ±100 for the full control effect.

Preview, two compounds:
SMILES	AmpC inh detg	Sm TGR block	Giardia FBPA inh	AMA1 RON2 block	HCV inhibitor	HCMV antiviral
CCCCN(C(C)=O)C1CC(=O)N(c2ccc(OCCC)cc2)C1=O (configuration not stated)	-1%	-1%	5%	14%	6%	-1
COc1cc(OC)cc(-c2c(-c3ccc(F)cc3)c3cc(-c4cnc(OC)nc4)ccc3n2C)c1	-1%	-15%	/	2%	?	-17

This part in full, from the first entry:
SMILES	AmpC inh detg	Sm TGR block	Giardia FBPA inh	AMA1 RON2 block	HCV inhibitor	HCMV antiviral
CCCCN(C(C)=O)C1CC(=O)N(c2ccc(OCCC)cc2)C1=O (configuration not stated)	-1%	-1%	5%	14%	6%	-1
COc1cc(OC)cc(-c2c(-c3ccc(F)cc3)c3cc(-c4cnc(OC)nc4)ccc3n2C)c1	-1%	-15%	/	2%	?	-17
Cc1cc(C)c(C#N)c(OCC(=O)c2ccc(Br)cc2)n1	-2%	11%	-1%	40%[activator]	?	81
Cc1cccc(CN2CCN(CC(=O)NCCCN3CCCC3=O)C2=O)c1	-3%	-1%	0%	-12%	12%	2
O=c1c2[nH]cnc2n(-c2ccccc2)c(=O)n1Cc1ccccc1	3%	-1%	?	-6%	4%	-25
C=CCn1c(COc2cccc(C)c2)nnc1SCC(=O)NC(=O)NCc1ccco1	?	?	-6%	3%	4%&6%	-18
Cc1csc2c(=O)sc(NC(=O)c3ccco3)nc12	4%	-17%	-1%	-2%	-17%	56
COc1cc2c(cc1OC)C1(Nc3c-2c(-c2ccccc2)nn3-c2ccccc2)C(=O)Nc2ccccc21 (configuration not stated)	-5%	-17%	-8%	-9%	13µM*	-15
C=CC[C@@H](CC(=O)NCCO)C(=O)NCCOC(=O)[C@@H](CC=C)Cc1ccc(F)cc1	/	/	/	7%	16%	-8
CCC(c1nnc(SCC(=O)NNC(=O)c2ccccc2)n1Cc1ccccc1)N(C)C (configuration not stated)	-3%	1%	/	29%	?	-2
O=C(COC(=O)C1CCC(=O)N1)Nc1ccccc1OC(F)F (configuration not stated)	/	/	/	-6%	3%	64
CN(C)/C=C/C(=O)c1ccc(Cl)cc1	-3%	-25%	1%	10%	12%	-15
CCC(=O)N1CCc2cc(Br)cc(S(=O)(=O)CCC(=O)NCc3ccc(C)cc3)c21	-4%	-4%	/	/	/	3
CCOCCn1c(C)c(C(=O)OCC)c2cc(O)c3ccccc3c21	-8%	-11%	/	4%	-13%	1
COc1ccc(S(=O)(=O)N2CN(Cc3ccco3)c3nc4ccccc4nc32)cc1	2%	11µM*	-17%	11%	-6%	/
COc1cc2ccccc2cc1C(=O)Nc1ccc2oc(=O)ccc2c1	-3%	-13%	1%	-3%	5%	1
CCOc1cc2c(cc1OCC)C(c1ccccc1OC)OC(=O)C2 (configuration not stated)	0%	-21%	8%	-13%	?	15
Cc1ccc(S(=O)(=O)CC(=O)Nc2ncc([N+](=O)[O-])s2)cc1	-15%	-23%	2%	1%	-9%	-37
CC(C)C(c1nnnn1Cc1ccc(F)cc1)N1CCN(Cc2ccc3c(c2)OCO3)CC1 (configuration not stated)	?	1%	0%	0%	?	-5
N#Cc1nc(-c2cccs2)oc1N1CCN(Cc2ccccc2)CC1	?	-20%	3%	?	?	?
Cc1ccc(S(=O)(=O)NNC(=O)C2CCN(S(=O)(=O)c3ccc(C)cc3)CC2)cc1	-1%	4%	2%	4%	19%	17
CN(C)c1ccc(/C=C/C(=O)c2ccc(O)cc2)cc1	/	/	/	27%	?	19
CN(C)S(=O)(=O)c1ccc(Cl)c(C(=O)Nc2nc3ccccc3[nH]2)c1	-6%	-16%	-12%	98%[activator]	-1%	-10
CC1CCN(C(=O)c2[nH]cnc2C(=O)N[C@@H](C)c2ccccc2)CC1	0%	-7%	/	18%	?	-16
CC(C)CN1C(=O)C(=O)N(CC(=O)Nc2cc(Cl)ccc2Oc2ccccc2)C1=O	3%	6%	-9%	-10%	-26%	-22
CC(C)C/C(=N/O)c1c[nH]c2ccccc12	1%	-12%	-6%	-8%	-9%	145
O=C(COc1ccc2c3c(c(=O)oc2c1)CCCC3)NCCCN1CCOCC1	?	-2%	0%	13%	7%	-32
CC(=O)N1N=C(c2cccs2)CC1c1ccc(Br)cc1 (configuration not stated)	-3%	-2%	-1%	-3%	-5%	42
CSc1ncccc1C(=O)NCC1CCCCC1	-15%	28%	4%	-8%	20%	0
Cc1ccccc1NC1=C(Cl)C(=O)OC1OC(C)C (configuration not stated)	?	3%	5%	?	-51%	-19
CCN(CC)C(=O)CN1C(=O)C2(OCC(C)(c3ccccc3)CO2)c2ccccc21 (configuration not stated)	?	0%	1%	-3%	?	?
Cc1c(C2Nc3ccccc3C(=O)N2O)cnn1C (configuration not stated)	3%	-35%	-11%	3%	13%	36
CC(C)(C)NC(=S)N/N=C\c1ccc(-c2ccc([N+](=O)[O-])cc2)o1	3%	2.2µM*	?	42%[activator]	-19%	59
CC(NC(=O)Nc1ccc(F)cc1)c1ccc2c(c1)OCO2 (configuration not stated)	0%	-18%	1%	-2%	-4%	-29
CC(C)c1nc(SCC(=O)Nc2c[nH]c(=O)[nH]c2=O)c2cnn(-c3ccccc3)c2n1	-9%	-6%	-1%	-7%	?	-2
CCCc1cc(=O)oc2cc(C)cc(OC(C)C(=O)NCC3CCC(C(=O)O)CC3)c12 (configuration not stated)	-4%	5%	-5%	0%	11%	6
O=C(CCN1C(=O)C2C3C=CC(C3)C2C1=O)Oc1ccc2ccccc2c1 (configuration not stated)	-8%	28%	0%	-23%	-8%	16
CCc1cccc(C)c1NC(=O)c1cn2c3c(ccc(Cl)c3c1=O)OC(C)C2 (configuration not stated)	1%	-4%	/	/	/	-7
CCC(C)(NC(=O)c1ccccn1)C(=O)NC1CCCCC1 (configuration not stated)	?	-13%	-4%	50%[activator]	4%	-8
C#CCn1c(=NC(=O)c2cccs2)sc2cccc(OCC)c21	?	0%	-2%	16%	?	-67*

Single records, from the list above. Values in the order: AmpC inh detg | Sm TGR block | Giardia FBPA inh | AMA1 RON2 block | HCV inhibitor | HCMV antiviral
CCN(CC)C(=O)CN1C(=O)C2(OCC(C)(c3ccccc3)CO2)c2ccccc21 (configuration not stated) across the screens: ? | 0% | 1% | -3% | ? | ?
CC(C)CN1C(=O)C(=O)N(CC(=O)Nc2cc(Cl)ccc2Oc2ccccc2)C1=O across the screens: 3% | 6% | -9% | -10% | -26% | -22
CCC(C)(NC(=O)c1ccccn1)C(=O)NC1CCCCC1 (configuration not stated) across the screens: ? | -13% | -4% | 50%[activator] | 4% | -8
CC(=O)N1N=C(c2cccs2)CC1c1ccc(Br)cc1 (configuration not stated) across the screens: -3% | -2% | -1% | -3% | -5% | 42
CC1CCN(C(=O)c2[nH]cnc2C(=O)N[C@@H](C)c2ccccc2)CC1 across the screens: 0% | -7% | / | 18% | ? | -16

(more compounds)
SMILES	AmpC inh detg	Sm TGR block	Giardia FBPA inh	AMA1 RON2 block	HCV inhibitor	HCMV antiviral
Oc1ccc2c(c1)C1CCCC1(N1CCOCC1)O2 (configuration not stated)	3%	28µM*	?	-2%	-23%	12
COc1ccc(C2CC(=O)c3cnc(N)nc3C2)c(OC)c1 (configuration not stated)	?	6%	1%	0%	6%	-5
Cc1csc(NC(=O)c2c(O)c3cccc4c3n(c2=O)CCC4)n1	-10%	0%	8%	/	/	/
S=c1[nH]nc2ccccn12	/	/	/	56%[activator]	42%[activator]	-25
CCOC(=O)c1c(C)n(Cc2ccccc2)c2ccc(OCC(O)CN3C(=O)CNC3=O)cc12 (configuration not stated)	-6%	3%	-5%	0%	8.9µM*	-14
C=CCOc1c(Cl)cc(Cl)cc1S(=O)(=O)NCCO	/	/	/	17%	?	6
CN(C)/C=N/S(=O)(=O)c1ccc(Cl)cc1	2%	-4%	3%	-1%	17%	36
O=C(O)c1cccc2c1C(=O)N(Cc1ccncc1)C2	-4%	-21%	3%	27%	19%	15
CCC(=O)Nc1ccc2c(c1)ncn2-c1ccccc1OC	-3%	0%	-6%	10%	8%	-36
Nc1nc(F)cc(NCc2ccccc2)n1	-12%	6%	-6%	7%	-3%	49
CCC(=O)N1CCN(c2ccc(NC(=S)NC(=O)c3cc4ccccc4o3)cc2)CC1	-1%	-18%	/	-4%	?	1
COc1cccc(NC(=O)C(=O)NCC2CCCN2S(=O)(=O)c2ccccc2)c1 (configuration not stated)	-4%	-9%	/	10%	11µM*	60
O=C(NCc1ccccc1)c1cccc(COc2ccc3c(c2)CCC3)c1	-5%	7%	1%	20%	-9%	148
O=C(Nc1ccno1)Nc1ccc(Cl)cc1Cl	7%	13%	-11%	-7%	?	31
COc1ccc(CCNc2nc3c(c(=O)n(C)c(=O)n3C)n2C)cc1OC	-9%	1%	-3%	1%	-7%	7
Cn1c(CSc2ccccc2)c(C#N)c2ccccc21	2%	4%	-6%	31%[activator]	-7%	18
CNC(=O)C1CC(=O)N(Cc2ccc(OC)c(OC)c2)C(=Nc2ccc(OC)cc2)S1 (configuration not stated)	-11%	1%	-5%	9%	-2%	23
COc1ccc(-c2nc(SCc3ccc(C#N)cc3)[nH]c(=O)c2C#N)cc1	-3%	6%	-13%	-4%	17%	-21
O=C(NC(=S)Nc1ccc(NC(=O)c2ccccc2)cc1)c1ccc(F)cc1	-5%	-8%	/	12%	?	?
Cc1c(C)n(Cc2ccccc2)c2ncnc(NCCCO)c12	5%	5%	10%	-25%	11%	28
CC[N+]12CCC(CC1)C(=C(c1ccccc1)c1ccccc1)C2	6%	-4%	-1%	9%	3%	-61*
COc1ccc(-c2nnc(SCC(=O)Nc3ccc(C(C)=O)cc3)nc2-c2ccc(OC)cc2)cc1	8%	-3%	/	/	/	80
O=C(O)CNC(=O)c1ccc(NC(=O)/C(=C/c2cccc([N+](=O)[O-])c2)NC(=O)c2ccco2)cc1	0%	?	4%	-3%	/	-11
Cc1cc(C)cc(-c2nnc(SCC(=O)c3c(N)n(C4CC4)c(=O)[nH]c3=O)o2)c1	-14%	-10%	/	2%	-19%	-8
COCC(C)Nc1ccc(S(=O)(=O)N2CCCC2)cc1[N+](=O)[O-] (configuration not stated)	-8%	-19%	12%	-8%	1%	12
COC(=O)c1c(NC(=O)c2ccco2)sc2c1CCN(C(C)C)C2	?	-33%	-28%	16%	-23%	6
O=C1/C(=N\S(=O)(=O)c2cccs2)C([n+]2cccc(Cc3ccccc3)c2)=C([O-])c2ccccc21	0%	-1%	?	2%	-77%	/
Cn1cnc2c(=O)oc3ccc(S(=O)(=O)Nc4ccc(F)cc4)cc3c21	19%	1%	/	/	/	16
CC1CCC(NC(=O)CCS(=O)(=O)c2ccc3c(c2)CCN3C(=O)C2CC2)CC1 (configuration not stated)	3%	5%	/	-7%	7%	-27
Cc1ccc(-c2cc3ccccc3nc2N)cc1	-5%	-3%	-3%	4%	?	119
CC(C)Oc1ccc(-c2nn(-c3ccccc3)cc2/C=c2\sc3ncnn3c2=O)cc1	-3%	-5%	4%	/	3%	/
CC1CN(c2nc3ccccc3nc2C(C#N)C(=O)OC2CCCCC2)CC(C)O1 (configuration not stated)	-12%	-2%	28%	0%	7%	-34
COc1ccc(CN2C(=O)c3cccnc3C2=O)cc1S(=O)(=O)N(C)Cc1ccco1	-3%	-2%	1%	36%[activator]	2%	-24
